# High-throughput results (PubChem)
# esBAF inh: blocks esBAF chromatin remodeling in mouse ES cells; actives 2% (n = 350,000); AID 602393; Bmi1-luciferase knock-in reporter, 24 h; 100% = twice the neutral-well signal; reporter increase, % at 12.5 µM; in the data active = activation above about 40%;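 also: 0% = median of the plate's neutral control wells and 100% = double that signal; a rise in the Bmi1 reporter signal indicates esBAF inhibition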
# PglD inh: blocks C. jejuni PglD acetyltransferase activity; actives 0.098% (n = 360,000); inhibition, % at 12.5 µM; AID 602405; purified PglD enzyme, DTNB colorimetric CoA detection; in the data active = inhibition above about 16%, passing the limit was not always enough; also: strong numbers were not always called active
# ERp5 block: blocks human ERp5 reductase activity on insulin; Q15084; ERp5 insulin aggregation, absorbance 650 nm, 90 min; inhibition, % at 9.99 µM; actives 0.05% (n = 350,000); AID 651711;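 active = mean replicate inhibition above about 25%, with every replicate also reaching it, limit read from the data, passing the limit was not always enough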
# E-selectin induc: E-selectin induction on HUVECs | actives 0.37% (n = 260,000) | activation, % at 7.58 µM | HUVEC E-selectin immunofluorescence imaging; normalized: neutral wells 0, TNF-alpha wells 100 | P16581 | AID 686992;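 active = mean E-selectin-positive cell signal at least 10% of the positive control, reached in at least 60% of replicates, without over 20% cell loss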;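 also: in these data hits start at about 27%; measured in HUVEC primary endothelial cells; signal is the percent of cells scored E-selectin positive by PE staining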
#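 assay system = HUVEC, human umbilical vein endothelial cells | input = 3,000 HUVEC seeded per well | medium = EGM-2 growth medium on 0.1% gelatin-coated wells | dosing = one compound dose added by pin transfer | signal = immunofluorescence imaging | read-out basis = % PE-positive cells | control set = TNF-alpha, DMSO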
# RAD52 inh: blocks human RAD52 DNA annealing; AID 651710; P43351; inhibition, % at 18.7 µM; actives 0.46% (n = 360,000); recombinant RAD52 DNA annealing, FRET fluorescence;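 active = every replicate showing at least 50% inhibition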
# ARNT-TACC3 inh: ARNT/TACC3 interaction disruption | actives 0.66% (n = 390,000) | Q9Y6A5 | AlphaScreen His-ARNT PAS-B/GST-TACC3 binding, luminescence; TACC3 fragment carries E629A point mutation | inhibition, % at 9.99 µM;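 active = mean inhibition of replicates at least 50% and at least half of replicates each reaching 50%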;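 also: 0% = complete ARNT plus TACC3 wells and 100% = ARNT alone without TACC3; many hits fall short of the cut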
# RAD54 inh: RAD54 (human) branch migration inhibition; Q92698; RAD54 Holliday junction branch migration, FAM/BHQ fluorescence; inhibition, % at 10.4 µM; actives 0.14% (n = 360,000); AID 602329;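 active = mean normalized replicate activity at least 40 and at least half of replicates scoring 40 or more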;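 also: 0% = median of neutral control wells and 100% = median of positive control wells; inhibitors cause a drop in the FAM fluorescence signal; in these data hits start at about 50%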
# Target sequence (Q92698 whole entry, looked up): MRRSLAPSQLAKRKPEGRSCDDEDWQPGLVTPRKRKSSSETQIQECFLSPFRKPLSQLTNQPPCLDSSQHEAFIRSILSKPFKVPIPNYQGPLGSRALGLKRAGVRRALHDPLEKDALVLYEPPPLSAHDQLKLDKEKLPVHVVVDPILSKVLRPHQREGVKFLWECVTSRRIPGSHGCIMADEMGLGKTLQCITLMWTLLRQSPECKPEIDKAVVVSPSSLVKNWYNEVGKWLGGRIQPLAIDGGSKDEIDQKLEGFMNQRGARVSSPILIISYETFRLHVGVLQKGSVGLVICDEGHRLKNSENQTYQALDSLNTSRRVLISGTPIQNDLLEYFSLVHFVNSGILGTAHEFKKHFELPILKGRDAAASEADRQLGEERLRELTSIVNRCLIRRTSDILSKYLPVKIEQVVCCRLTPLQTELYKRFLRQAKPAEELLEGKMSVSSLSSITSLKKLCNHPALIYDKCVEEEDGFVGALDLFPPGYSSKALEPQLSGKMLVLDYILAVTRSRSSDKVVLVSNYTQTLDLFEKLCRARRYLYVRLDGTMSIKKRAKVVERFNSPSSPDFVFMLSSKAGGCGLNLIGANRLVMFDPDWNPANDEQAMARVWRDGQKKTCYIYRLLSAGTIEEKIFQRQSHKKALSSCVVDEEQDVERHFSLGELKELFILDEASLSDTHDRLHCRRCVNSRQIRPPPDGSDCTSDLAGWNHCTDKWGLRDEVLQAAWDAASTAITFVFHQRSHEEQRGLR
# Casp6 inh: blocks human caspase-6 cleavage activity; purified caspase-6, Z-VEID-R110 cleavage fluorescence; actives 0.53% (n = 350,000); inhibition, % at 12.5 µM;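 active = mean inhibition across replicates at least about 35%, with every replicate also reaching that limit, limit read from the data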;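 also: 0% = median of neutral control wells and 100% = no fluorescence left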
# Target sequence (P55212 24-179 limits assumed): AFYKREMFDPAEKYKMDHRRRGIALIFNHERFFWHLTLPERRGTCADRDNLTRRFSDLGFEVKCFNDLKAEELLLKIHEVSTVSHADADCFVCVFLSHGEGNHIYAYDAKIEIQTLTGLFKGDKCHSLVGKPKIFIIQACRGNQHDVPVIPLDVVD
# Target sequence (P55212 194-293 limits assumed): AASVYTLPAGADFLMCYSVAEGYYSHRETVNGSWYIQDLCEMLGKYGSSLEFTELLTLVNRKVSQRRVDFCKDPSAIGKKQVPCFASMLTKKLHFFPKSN
# An asterisk follows results filed as active; x = not tested or not shown; & = joins results of further samples.
SMILES,esBAF inh,PglD inh,ERp5 block,E-selectin induc,RAD52 inh,ARNT-TACC3 inh,RAD54 inh,Casp6 inh
Cc1ccc(S(=O)(=O)N2CCC(C(=O)Nc3nnc(C4CCCC4)s3)CC2)cc1,-1,1,0,x,8,35,-2,0
O=C(Nc1ccnc(-c2cccnc2)n1)c1cccs1,1,-4,3,x,-23,5,2,-1
O=C(Nc1nc(-c2ccc(F)cc2)cs1)C1CCN(C(=O)c2ccc(F)cc2)CC1,-14,-2,4,-0.6,-25,1,1,0
COc1ccccc1CN1C[C@@H](C)[C@H](OC)CN(C)C(=O)c2ccc(NC(C)=O)cc2OC[C@@H]1C,-1,4,1,0.3,7,-13,-3,1
N=C1/C(=C\c2ccc(OC(=O)c3ccc(F)cc3)cc2)C(=O)N=C2SC(N3CCCC3)=NN12,2,-2,-6,x,-10,2,9,-1
OC[C@@H]1[C@@H](c2ccc(C#CC3(O)CCCC3)cc2)[C@@H]2CN(Cc3ccccc3F)CCCCN12,x,5,3,-0.3,-15,6,-2,1
CNC[C@@H]1Oc2ccc(NC(=O)Nc3ccc(OC)cc3)cc2CC(=O)N([C@H](C)CO)C[C@H]1C,4,0,5,x,-21,3,2,0
C[C@@H]1CN([C@H](C)CO)C(=O)c2cc(C#CCN(C)C)cnc2O[C@@H]1CN(C)S(C)(=O)=O,1,0,5,-0.5,-5,-13,6,-3
Cc1c(NC(=O)C2CC(c3cccc(Br)c3)=NO2)c(=O)n(-c2ccccc2)n1C (centres undefined),5,-8,8,x,7,-5,5,0
CCN(CC)C(=O)C1CC(=O)OC1(C)C (centres undefined),9,-4,-3,x,4,5,7,3
COc1cc(OC)nc(NC(=O)NS(=O)(=O)c2ccc(F)cc2)n1,x,x,1,x,-10,3,x,1
CCCCOCCOCCOCCCC,-1,0,8,x,0,x,-4,0
COc1cc(/C=N\NC(=O)CNC(=O)C(c2ccccc2)c2ccccc2)ccc1O,x,x,2,1.8,-17,4,x,0
O=C(NC1CCCC1)C(c1cccs1)N(Cc1ccco1)C(=O)c1csnn1 (centres undefined),3,8,x,x,x,0,-1,x
COC/C=C/C1=CC2=CC(=O)C(C)(OC(=O)c3cnc4ccccc4n3)C(=O)C2=CN1C1CC1 (centres undefined),1,0,2,-0.2,-9,11,-5,5
C[C@H](CO)N1C[C@H](C)[C@@H](CN(C)Cc2ccncc2)Oc2ccc(NC(=O)Cc3cn(C)c4ccccc34)cc2C1=O,-2,-2,-3,0.8,5,11,3,-2
Cc1ccc(Nc2nc(C)c3c(n2)CC(C)CC3=O)c(C)c1 (centres undefined),15,x,3,0.1,-8,-12,x,6
CCOc1ccccc1C(=O)N(Cc1ccc(C)o1)C1CCS(=O)(=O)C1 (centres undefined),-4,-2,14,2.9,-2,-2,-11,0
COc1ccc(OCc2cccc(C(=O)NN)c2)cc1,-24,-1,x,x,x,5,-6,x
COc1cc(CO)ccc1OCC(=O)Nc1ccc(Br)cc1,x,x,5,x,-19,-3,x,-1
CCCOP(=O)(c1ccc(N(C)C)cc1)C(O)c1c(Cl)cccc1Cl (centres undefined),-2,-2,1,-0.1,-10,-10,-14,-1
O=C(O)CCc1ccc(-c2ccc(Cl)cc2)n1NC(=O)c1ccc(O)cc1,-3,-1,-1,x,-20,-7,-6,7
CC1CC(C)CN(c2cc(=O)n(Cc3ccc(F)cc3)c(=O)[nH]2)C1 (centres undefined),2,2,0,-2.2,3,0,-1,-1
O=C(Nc1cc(F)ccc1F)N1CCCCN2[C@H](C1)[C@H](c1ccc(-c3cccnc3)cc1)[C@@H]2CO,3,10,2,0.0,-3,-4,-8,x
CN1c2ccc(-c3ccc(F)cc3)cc2[C@@H]2[C@@H](CCN2C(=O)c2ccc(F)cc2)[C@H]1CO,x,x,-1,0.7,-6,x,x,-4
O=C(N/N=C/c1ccc(OC(=O)c2ccccc2)cc1)c1cccc(O)c1,x,x,6,x,-20,10,x,1
C/C=C/c1ccc2c(c1)O[C@@H](CN(C)C(=O)c1ccc3c(c1)OCO3)[C@@H](C)CN([C@H](C)CO)S2(=O)=O,3,0,-3,-0.3,-5,-4,0,4
Cc1ccc2sc(N(CCCN(C)C)C(=O)c3ccc(S(=O)(=O)N(C)Cc4ccccc4)cc3)nc2c1C,-30,-4,2,x,60*,15,-5,-7
CN(C)C(=O)C[C@H]1C[C@@H]2c3cc(NC(=O)CC4CC4)ccc3O[C@@H]2[C@H](CO)O1,0,-3,2,-0.1,-2,x,20,2
N#C[C@H]1[C@@H](c2ccccc2C2=CCCC2)[C@H](CO)N1C(=O)NC1CCCCC1,x,x,-2,0.3,-23,x,x,1
CCCOc1ccc(C2NC(=O)CCC2[N+](=O)[O-])cc1 (centres undefined),3,6,-3,1.8,-1,-5,2,-2
COc1ccc(N2CCN(CC(=O)Nc3ccccc3SC)CC2)cc1,-1,-2,5,x,-1,14,2,9
CCN(C[C@@H]1[C@@H](c2ccccc2)[C@@H](CO)N1C(C)=O)C(=O)NC(C)C,6,-3,-1,-0.4,-15,-1,1,-1
CC(C)[C@@H]1O[C@H](CCc2ccccc2)CC2=C1C(=O)OC(C)(C)O2,x,x,4,0.0,3,x,x,1
COCC(=O)Nc1ccc2c(c1)C(=O)N(C)[C@H]1CC[C@H](CC(=O)Nc3ccccc3)O[C@@H]1CO2,2,2,8,0.1,-14,2,-9,4
COc1ccc(C(c2nnnn2C2CCCC2)N2CCN(C(=O)c3ccco3)CC2)cc1OC (centres undefined),-10,10,-1,-0.2,-11,-17,-11,-1
COc1ccc(-c2noc(C3CCCN(C(=O)c4ccc(C)cc4)C3)n2)cc1 (centres undefined),x,x,4,-1.2,-9,6,x,0
Cc1ccc2nc(SCC(=O)Nc3ccc(C(N)=O)cc3)[nH]c2c1,x,x,2,2.4,-29,-3,x,-1
COc1ccccc1CNC(=O)C[C@@H]1CC[C@@H]2[C@H](COC[C@@H](O)CN2C(=O)Nc2ccc(C(F)(F)F)cc2)O1,2,3,-1,0.2,0,-6,10,0
COc1ccc(C2Nc3ccccc3C(=O)N2c2ccc(C)cc2)cc1Cn1cc([N+](=O)[O-])cn1 (centres undefined),39,-3,-3,x,-15,-3,2,1
Cc1cc(C)n(CCC(=O)N/N=C/c2c(O)ccc3ccccc23)n1,-38,x,7,x,-2,4,x,0
O=C(C1CCC1)N1CCc2cc(S(=O)(=O)Nc3ccc4c(c3)OCCO4)ccc21,x,-8,0,x,-12,x,-12,1
Cc1ccc2[nH]c(O)c(N=NC(=O)c3ccc(NS(=O)(=O)c4cccs4)cc3)c2c1,0,x,3,-0.2,-11,-3,x,0
CN(C)CCCOC(=O)c1ccccc1Cl,-6,3,x,x,x,-4,-1,x
COCCCNC(=O)C[C@H]1C[C@H](C(=O)N(C(C)C)C(C)C)[C@@]2(C)c3[nH]c4ccc(Cl)cc4c3CCN2C1=O,-11,-1,0,0.1,-17,-2,-7,1
CN(Cc1ccccc1)C(=O)CN1C(=O)NC(C)(c2ccc(C(C)(C)C)cc2)C1=O (centres undefined),11,2,-3,x,-17,-2,-2,2
O=C(CSCc1ccccc1)N1CCN(c2ccc(F)cc2)CC1,14,1,x,x,x,4,2,x
C[C@H]1CN([C@@H](C)CO)S(=O)(=O)c2ccc(C#CC3CCCCC3)cc2O[C@H]1CN(C)C,-1,2,2,0.2,53*,7,11,1
CN(C)CC(=O)Nc1ccc2c(c1)[C@@H]1C[C@@H](CC(=O)NCc3cccc(F)c3)O[C@H](CO)[C@@H]1O2,-2,1,2,0.1,-14,-1,-7,1
O=C1CCC(C(=O)OCC(=O)N2N=C3/C(=C\c4ccccc4)CCCC3C2c2ccccc2)N1 (centres undefined),-4,0,3,-0.9,-10,5,-13,1
Cc1ccc(NC(=O)COc2ccc3c(c2)CCC3)nc1,17,-1,4,0.0,4,0,-17,-1
COc1ccccc1N1CCN(C(CNS(=O)(=O)c2ccccc2)c2ccccc2)CC1 (centres undefined),-7,-3,2,x,-3,1,10,0
COc1cccc(NC(=O)N[C@@H]2C=C[C@H](CC(=O)Nc3ccc(-c4ccccc4)cc3)O[C@@H]2CO)c1,x,x,1,8.7,-23,x,x,1
CNC(=O)CN1C(=O)NC2(CCc3ccccc32)C1=O (centres undefined),-5,10,x,0.0,x,0,-25,x
COC(=O)CN(c1ccc(C)cc1)S(=O)(=O)c1ccc(F)cc1,x,x,0,x,7,-12,x,6
CSCC[C@H](NC(=O)OC(C)(C)C)c1nnc(SCC(=O)N(C)C)o1,1,-6,x,x,x,-2,-3,x
CCCCN1CC(C(=O)NCc2ccc(C)cc2)CC1=O (centres undefined),4,3,x,x,x,-6,-1,x
C[C@H](CO)N1C[C@H](C)[C@@H](CN(C)CC2CC2)Oc2c(NS(=O)(=O)c3ccc(Cl)cc3)cccc2C1=O,1,0,-1,-0.4,23,-7,-5,x
CCN(C(=O)C(C)OC(=O)CCCNC(=O)c1ccc(Cl)cc1)c1ccccc1 (centres undefined),3,0,-3,x,3,2,-11,1
CCN(CC(=O)Nc1c(F)cccc1F)C(=O)C1CCN(S(=O)(=O)c2ccc(F)cc2)CC1,-4,-4,5,x,0,-5,2,-127

# Three of these compounds in another layout:
# Under each structure – esBAF inh | PglD inh | ERp5 block | E-selectin induc | RAD52 inh | ARNT-TACC3 inh | RAD54 inh | Casp6 inh
Cc1ccc2nc(SCC(=O)Nc3ccc(C(N)=O)cc3)[nH]c2c1
  x | x | 2 | 2.4 | -29 | -3 | x | -1
COc1ccccc1CNC(=O)C[C@@H]1CC[C@@H]2[C@H](COC[C@@H](O)CN2C(=O)Nc2ccc(C(F)(F)F)cc2)O1
  2 | 3 | -1 | 0.2 | 0 | -6 | 10 | 0
COc1ccc(C2Nc3ccccc3C(=O)N2c2ccc(C)cc2)cc1Cn1cc([N+](=O)[O-])cn1 (centres undefined)
  39 | -3 | -3 | x | -15 | -3 | 2 | 1

# Further structures.
SMILES,esBAF inh,PglD inh,ERp5 block,E-selectin induc,RAD52 inh,ARNT-TACC3 inh,RAD54 inh,Casp6 inh
CC(=O)c1cccc(NC(=O)NC2CCCCC2)c1,22,-4,6,x,-13,-8,2,-2
O=C(Cc1ccncc1)NCC[C@H]1CC[C@@H](NC(=O)C2CCC2)[C@H](CO)O1,2,3,2,0.0,-37,-5,-3,2
CCN1[C@H](C(=O)NCCc2cn(C)cn2)[C@@H](CO)[C@@H]2Cn3c(ccc(-c4ccccc4)c3=O)[C@@H]21,-6,0,0,-0.3,-19,-2,4,2
CC(C)(C)NC(=O)CCN(/N=C/c1ccccc1)C1=NS(=O)(=O)c2ccccc21,-7,0,3,x,-3,23,-5,1
COc1ccc(CN(C)C[C@@H]2Oc3ccc(NS(C)(=O)=O)cc3C(=O)N([C@@H](C)CO)C[C@H]2C)cc1,1,2,1,-8.7,4,-5,-11,0
Cc1sc2ncnc(N3CCC(C(=O)NNC(=O)COc4ccc(Cl)cc4)CC3)c2c1C,9,0,3,x,-28,-5,5,1
O=C(O)C1C2CCC(O2)C1C(=O)Nc1ccc(F)c(Cl)c1 (centres undefined),9,0,0,x,-17,5,1,4
CC(=O)NCCc1ccc(C(=O)COC(=O)c2ccc(C)s2)cc1,2,-4,-1,-0.6,1,x,-10,6
O=C(O)C1=C[C@H](c2ccc(Br)cc2)C[C@H](OCCCCO)O1,6,1&-4,-4&0,-0.2,-10&-21,1,-5&3,19&4
Brc1ccc2nc(-c3ccccc3)c(Cc3ccccc3)n2c1,18,5,2,0.5,-40,x,7,1
Cc1ccsc1CN(C(=O)c1ccccc1)C1CCS(=O)(=O)C1 (centres undefined),-5,-1,-1,0.8,-4,-1,-1,-5
O=C(CNS(=O)(=O)c1ccc(Br)s1)NCCc1ccc(Cl)cc1,-4,3,2,x,0,-8,5,-2

# RAD52 inh, entries above that show a hit
SMILES,esBAF inh,PglD inh,ERp5 block,RAD52 inh,ARNT-TACC3 inh,Casp6 inh
Cc1ccc2sc(N(CCCN(C)C)C(=O)c3ccc(S(=O)(=O)N(C)Cc4ccccc4)cc3)nc2c1C,-30,-4,2,60*,15,-7
C[C@H]1CN([C@@H](C)CO)S(=O)(=O)c2ccc(C#CC3CCCCC3)cc2O[C@H]1CN(C)C,-1,2,2,53*,7,1
